# KCNQ1 inh: inhibitors of human KCNQ1 potassium channel. P51787. CHO-K1 KCNQ1, FluxOR thallium flux fluorescence; hits give high values. B-score at 10 µM. hit rate 1.3% among 310,000;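 active means compounds whose thallium flux B-score, printed positive for inhibition, exceeds three library SD while starting fluorescence stays within three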;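 further: channel opened by potassium depolarization with thallium stimulus after 20 min compound exposure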
# Target sequence (P51787 whole entry, looked up): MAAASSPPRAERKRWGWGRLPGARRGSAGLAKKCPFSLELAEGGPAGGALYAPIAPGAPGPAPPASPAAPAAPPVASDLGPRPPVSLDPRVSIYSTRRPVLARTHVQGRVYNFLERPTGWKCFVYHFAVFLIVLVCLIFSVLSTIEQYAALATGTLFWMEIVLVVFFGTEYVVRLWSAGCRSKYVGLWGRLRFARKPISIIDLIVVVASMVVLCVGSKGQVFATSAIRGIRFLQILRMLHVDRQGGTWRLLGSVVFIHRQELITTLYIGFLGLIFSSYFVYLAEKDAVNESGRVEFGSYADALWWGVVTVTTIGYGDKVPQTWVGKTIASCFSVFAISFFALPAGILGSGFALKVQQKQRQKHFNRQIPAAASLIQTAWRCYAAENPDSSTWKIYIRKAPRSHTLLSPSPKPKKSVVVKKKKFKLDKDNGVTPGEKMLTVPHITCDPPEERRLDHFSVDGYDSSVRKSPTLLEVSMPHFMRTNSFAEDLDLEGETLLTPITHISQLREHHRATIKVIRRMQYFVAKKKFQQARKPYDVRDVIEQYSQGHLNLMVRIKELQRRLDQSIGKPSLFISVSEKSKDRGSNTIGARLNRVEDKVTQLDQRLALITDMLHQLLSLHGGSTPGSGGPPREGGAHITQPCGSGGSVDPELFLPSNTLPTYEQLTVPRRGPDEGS
# ANO1 block: blocks the mouse calcium-activated chloride channel TMEM16A | Q8BHY3 | HEK293 TMEM16A/YFP iodide influx fluorescence, ionomycin | normalized B-score (activity score, 25-100; higher = stronger inhibition) at 10 µM | hit rate 1.2% among 310,000;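 active means ratio plate-corrected score three or more library SD toward inhibition, starting fluorescence score within five deviations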;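 further: score derived from kinetic fluorescence span divided by baseline fluorescence per well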
# KCNK3 block: human KCNK3 channel inhibition, primary screen; B-score at 10 µM; AID 602410; O14649; CHO-KCNK3 thallium flux, FluxOR fluorescence; hits give low values; hit rate 0.84% among 340,000;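 active means B-score under library mean minus 4 SD, starting fluorescence ratio at most library mean plus 5 SD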;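 further: more negative B-score means stronger inhibition of thallium flux through KCNK3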
# KCNQ1 pot: potentiators or activators of human KCNQ1 potassium channel; CHO-K1 KCNQ1, thallium flux FluxOR fluorescence; hits give high values; B-score at 10 µM; hit rate 0.35% among 310,000;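 active means fluorescence ratio B-score, a plate-corrected score, at least three library SD, with initial intensity B-score within 5 SD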
#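 System: Stable KCNQ1 CHO-K1 line | Incubation: 90 min dye loading and 20 min compound exposure, both at room temperature | Measure: Ratio B score | Medium: Assay buffer for compound exposure, DMSO matched across wells | Compound dosing: Single-concentration screen | Probe or stimulus: K+/Tl+ depolarizing stimulus | Measured by: Kinetic FluxOR fluorescence, 10 s baseline plus 110 s post-stimulus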
# KCNK9 block: blocks the human KCNK9 two-pore domain potassium channel. B-score at 10 µM. hit rate 1.2% among 310,000. AID 488922. Q9NPC2. HEK293 KCNK9, FluxOR thallium flux fluorescence; hits give low values;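 active means ratio B-score over 3 SD below the library mean, with starting fluorescence within 5 SD of its mean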;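 further: negative B-score means less thallium flux so channel inhibition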
# TMEM16A act: mouse TMEM16A channel activation, primary screen | HEK293 TMEM16A/YFP-H148Q/I152L, iodide quench fluorescence; hits give low values | B-score at 10 µM | hit rate 0.3% among 340,000;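 active means fluorescence-ratio B-score plate-corrected deviation score at least 3 library SD below zero, with starting fluorescence score within 5 deviations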;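 further: channel opened by trigger with iodide after compound preincubation; score built on the fluorescence ratio of max minus min over baseline; more negative score means more quench and so TMEM16A activation or potentiation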
# HDAC3 inhib: blocks human histone deacetylase 3; inhibition, % at 8.3 µM; hit rate 0.15% among 320,000; recombinant HDAC3, fluorogenic peptide/trypsin coupled, fluorescence; AID 2718; in the data active means inhibition above about 26%, passing the limit was not always enough
# Target sequence (O15379 whole entry, looked up): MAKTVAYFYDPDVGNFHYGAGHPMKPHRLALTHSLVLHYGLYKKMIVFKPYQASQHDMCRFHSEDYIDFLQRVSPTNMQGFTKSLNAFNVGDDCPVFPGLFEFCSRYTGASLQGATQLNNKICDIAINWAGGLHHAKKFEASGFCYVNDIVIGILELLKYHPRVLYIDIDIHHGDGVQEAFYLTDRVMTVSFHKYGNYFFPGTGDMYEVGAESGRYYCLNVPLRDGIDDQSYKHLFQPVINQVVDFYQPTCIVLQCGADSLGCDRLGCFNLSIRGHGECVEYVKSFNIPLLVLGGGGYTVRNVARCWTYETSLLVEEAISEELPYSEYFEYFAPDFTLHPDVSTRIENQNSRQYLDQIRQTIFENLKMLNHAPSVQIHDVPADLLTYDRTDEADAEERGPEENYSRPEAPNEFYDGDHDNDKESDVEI
# RGS4 act: RGS4 potentiation or activation; HEK293 M3R/inducible RGS4, carbachol calcium flux Fluo4; hits give low values; B-score at 10 µM; hit rate 0.92% among 310,000; AID 463111;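 active means B-score of the integrated calcium signal more than 4 SD below the library mean, with starting fluorescence not abnormally high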;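 further: negative B-score means reduced calcium response which marks RGS4 activation or potentiation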
#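 Assay system: HEK293 FlpIn-TREx cells, stable M3R, doxycycline-inducible RGS4 / Probe or stimulus: carbachol, ECmax concentration / Times: overnight RGS4 induction, 30 min dye load 37 °C, 20 min compound RT / Signal: kinetic calcium fluorescence imaging with Fluo4-AM dye, 2 µM / Measure: Agonist-evoked peak-minus-minimum fluorescence over baseline, integrated ratio, B score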
# RGS4 block: human RGS4 inhibition; B-score at 10 µM; P49798; HEK293 M3R/RGS4 inducible, Fluo-4 calcium flux; hits give high values; triggered by carbachol at its EC20; hit rate 0.45% among 310,000;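 active means B-score, a plate-corrected calcium signal, over three deviations above library mean, with baseline fluorescence within five deviations of library mean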;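 further: RGS4 expression induced by doxycycline in cells with stable M3 receptor; B-score is computed from the integrated fluorescence ratio over baseline after carbachol; higher B-score means a larger calcium signal and so more RGS4 inhibition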
# hERG rescue: compounds protecting human hERG from proarrhythmic drug block | Q12809 | CHO-hERG, FluxOR thallium flux, dofetilide IC70 present | activation (rescue from dofetilide block), less the hit threshold, % at 10 µM | hit rate 0.51% among 310,000;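 active means activation above the mean of controls blocked by dofetilide plus 5 SD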;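 further: thallium influx through hERG after potassium depolarization seen as dye fluorescence rise; in these data hits start at about 4.7%; inactives centre near -7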
# SKKanGAS inh: SKKanGAS growth inhibition. S. pyogenes SKKanGAS, kanamycin growth, BacTiter-Glo, 6 h. inhibition, % at 7.5 µM. hit rate 1.3% among 300,000;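 active means mean replicate score, as percent of positive control median, at least 50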;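 further: strain carries kanamycin resistance gene driven by streptokinase promoter and grows in 40 µg/ml kanamycin; loss of luminescence reflects streptokinase promoter inhibition or plain growth inhibition; 0% = median of DMSO wells and 100% = positive control at its reference dose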
# * hit, by the source's call; i = inactive; . = no result given. Random draw from the library. About 6.3% of those tested had a hit in this group.
Compound,SKKanGAS inh,HDAC3 inhib,TMEM16A act,KCNQ1 pot,KCNQ1 inh,KCNK9 block,RGS4 act,KCNK3 block,hERG rescue,ANO1 block,RGS4 block
COC(=O)C(C)n1cnc2c(nnn2-c2ccc(F)cc2)c1=O (stereo not drawn),1,0,i,i,i,i,i,i,-4,i,i
O=C(NC(=S)Nc1ccc(Cl)cn1)C12CC3CC(CC(C3)C1)C2,22,1,i,i,i,i,i,i,0,i,i
O=C(N/N=C/c1c[nH]c2ccccc12)c1[nH]c2ccc(Br)cc2c1-c1ccccc1,73*,.,i,i,i,i,i,i,-7,.,7*
O=C(c1ccc(Cl)cc1)N1CCN(c2cc(=O)[nH]nc2-c2ccccc2)CC1,1,7,i,i,i,i,i,i,-14,i,i
N#CC1=C(N)N2C(=C(C#N)C13CCCC3)Nc1ccccc12,2,-3,i,i,i,i,i,i,-24,i,i
COc1ccc(OC)c(-c2cc(C3CCN(C(=O)OC(C)(C)C)CC3)[nH]n2)c1,0,13,i,i,i,i,i,i,-13,i,i
O=C(NNC(=O)C1CCCC1)c1ccccc1F,-4,-3,i,i,i,i,i,i,-6,i,i
CCN(CC(=O)Nc1cccc(OC)c1)C(=O)c1cnc(Cl)c(Cl)c1,-5,2,i,i,i,i,i,i,-9,i,i
COc1ccc(/C=N/NC(=O)c2ccccc2O)cc1Cn1nnc2ccccc21,-3,13,i,i,i,i,i,i,-10,i,i
O=C(C1CCOCC1)N1CCC(CO)(CCc2ccccc2)CC1,0,1,i,i,i,i,i,i,0,i,i
O=C(CN1CCN(S(=O)(=O)c2ccc3ccccc3c2)CC1)Nc1ccc2c(c1)CCC2,3,17,i,i,i,i,i,i,-2,i,i
CC(C)[C@H](NC(=O)N1c2ccccc2NC(=O)[C@@H]1C(C)C)C(=O)N[C@@H](Cc1ccccc1)C(=O)O,-1,4,i,i,i,i,i,i,-5,i,i
COCc1cc(=O)[nH]c(SCC(=O)N2CCOCC2)n1,-1,2,i,i,i,i,i,i,-2,i,i
O=C(O)c1cc(S(=O)(=O)Nc2ccc3c(c2)OCCO3)c(Cl)cc1Cl,0,2,i,i,i,i,i,i,-5,i,i
CC1C(=O)OC(c2ccc(Cl)cc2)C(C)(C)C1=O (stereo not drawn),-2,4,i,i,i,i,i,i,3,i,i
Cc1[nH][nH]c(=O)c1C(c1ccc(O)c(Br)c1)c1c(C)[nH][nH]c1=O,-8,-1,i,i,i,i,i,i,-5,i,i
Cc1ccc(C)c(SCC(=O)OCC(=O)Nc2ncc(C(F)(F)F)cc2Cl)c1,-12,6,i,i,i,i,i,i,-6,i,i
O=C(CSC(=S)N1CCCC1)c1cc(Br)cc(Br)c1O,14,-4,.,i,i,i,i,.,-12,i,i
O=C(NC(=S)NC1CCCC1)c1ccccc1,-3,10,i,i,i,i,i,i,-4,i,i
CCCC(C(=O)NC(C)(C)C)N(Cc1ccc(F)cc1)C(=O)c1snc(C(N)=O)c1N (stereo not drawn),-3,-1,i,i,i,i,i,i,-12,i,i
Cc1ccc(S(=O)(=O)CCC(=O)OCC(=O)Nc2ncc(Cl)cc2Cl)cc1,-8,-4,i,i,i,i,i,i,-13,i,i
Cc1cc(C)c(C)c(S(=O)(=O)N2C(=S)NC(=O)C2C(C)C)c1C (stereo not drawn),1,11,i,i,i,i,i,i,-14,i,i
COc1ccc(N2CCN(Cc3ccc(Br)s3)CC2)cc1,-1,3,i,i,i,i,i,i,-9,i,i
COc1ccc(C(=O)COC(=O)c2ccc(N(C)C)cc2)cc1,2,-1,i,i,i,i,i,i,-7,i,i
CCOC(=O)CC(=O)N/N=C/c1c(N)n(C)c(=O)n(C)c1=O,-4,7,i,i,i,i,i,i,-2,i,i
O=C(CNS(=O)(=O)c1ccccc1)NCc1ccco1,2,2,i,i,i,i,i,i,-6,i,i
COC(=O)c1[nH]c2ccc(C)cc2c1NC(=O)CCN1CCN(C2CCCCC2)CC1,2,.,.,i,i,i,i,.,-21,.,i
O=c1[nH]c2cccnc2c2ccsc12,-10,-2,i,i,i,i,i,i,-12,i,i
O=c1[nH]c2ccc(S(=O)(=O)N3CCN(Cc4ccccc4)CC3)cc2[nH]c1=O,-8,-1,i,i,i,i,i,i,-11,i,i
COC(=O)N/N=C/c1cccc(OCCSc2ccc(Cl)cc2)c1,-14,10,i,i,i,i,i,i,-7,i,i
Cc1cccc(N2C(=O)CC(N3CCN(Cc4ccc5c(c4)OCO5)CC3)C2=O)c1 (stereo not drawn),5,4,i,i,i,i,i,i,-6,i,i
COC(CNC(=O)c1cc(C(=O)c2c(-c3c(Cl)cccc3Cl)noc2C)c[nH]1)OC,3,1,i,i,i,i,i,i,-13,i,i
CC(C)(Oc1ccc(Cl)cc1)C(=O)NC1CCSC1=O (stereo not drawn),-1,3,i,i,i,i,i,i,-4,i,i
CC(=O)Nc1ccc(CN2CCC(n3nccc3NC(=O)CCc3ccccc3)CC2)cc1,-4,-16,i,i,i,i,i,i,-9,i,i
CCOC(=O)COc1nc(-c2ccc(C)cc2)cc(-c2ccco2)c1C#N,-2,-2,i,i,i,i,i,i,-7,i,i
O=C(COc1nsnc1N1CCOCC1)Nc1ccc(Br)cc1,2,0,i,i,i,i,i,i,-8,i,i
CCn1nc(NC(=O)C(C)(C)C)c2cc3cccc(C)c3nc21,2,-7,i,i,i,i,i,i,-1,i,i
CC(=O)c1c(C)[nH]c(C(=O)OCc2ccccc2)c1C,-2,4,i,i,i,i,i,i,-6,i,i
CCn1c(CNc2ccc(OC)cc2)nnc1SCC(=O)Nc1ccc(F)cc1,-4,4,i,i,i,i,i,i,-10,i,i
CNc1c([N+](=O)[O-])cnn1-c1ccc(Cl)cc1,-6,5,i,i,i,-7.9*,i,i,-6,i,i
Cc1ccc(SCC(=O)NC(=O)NCc2ccccc2)c(C)c1,5,7,i,i,i,i,i,i,-5,i,i
COc1ccc(CSc2nnc(C)n2N)cc1,-1,-4,i,i,i,i,i,i,-7,i,i
CCOc1ccc(/C=N/NC(=O)CSc2ccccn2)cc1O,-3,-3,i,i,i,i,i,i,-8,i,4.7*
Fc1ccc(N/N=C/c2ccc(N3CCOCC3)cc2)c(F)c1,-8,2,i,i,i,i,i,i,-11,i,i
CC(NC(=O)CCCc1c[nH]c2ccccc12)c1ccc(F)cc1 (stereo not drawn),-1,-2,i,i,i,i,i,i,-7,i,i
Cn1c(NN)nc2c1c(=O)n(Cc1ccccc1)c(=O)n2C,17,0,i,i,i,i,i,i,-9,i,i
Cc1ccccc1CNc1ncnc2cc(Cl)ccc12,-2,3,i,i,i,i,i,i,-3,i,i
COC(=O)C1C(C(C)C)N(c2ccccc2)OC1(C)O (stereo not drawn),-12,4,i,i,i,i,i,i,-4,i,i
CCS(=O)(=O)N1CCC(C(=O)Nc2cccc(C(C)=O)c2)CC1,9,0,i,i,i,i,i,i,-8,i,i
C/[N+]([O-])=C\C1C(=O)CCCC1=O,-3,-5,i,i,i,i,i,i,-9,i,i
CC1=C(C)CC(C(=O)NNC(=O)c2ccccc2O)C(C(=O)O)C1 (stereo not drawn),1,1,i,i,i,i,i,i,-9,i,i
COc1ccc(C[C@H]2CN3C(=NC[C@@H]3Cc3ccccc3)N2CCNC(=O)c2ccc(C)c(Br)c2)cc1,-1,11,i,i,9*,i,i,i,-23,i,i
COc1cc2c(cc1OC)CN(C(=O)CCN1C(=O)C3CCCCC3C1=O)CC2 (stereo not drawn),-6,.,i,i,i,i,i,i,-9,i,i
O=C1C(C23CC4CC(CC(C4)C2)C3)C(=O)N(c2ccccc2)N1c1ccccc1,4,4,i,i,i,i,i,i,1,i,i
O=C(NCc1ccco1)c1ccc(COc2ccccc2[N+](=O)[O-])o1,-4,-3,i,i,i,i,i,i,-5,i,i
Cc1cccc(NC2(C(F)(F)F)N=C3SCCN3C2=O)n1 (stereo not drawn),-7,-4,i,i,i,i,i,i,-8,i,i
CC(=O)Nc1ccc(-c2csc(NC(=O)Nc3ccccc3)n2)cc1,1,.,i,i,i,i,i,i,-29,.,i
Cc1ccc(NC(=O)/C(CN(C)C)=N\O)cc1,-3,4,i,i,i,i,i,i,-14,i,i
CCCN(CC(=O)Nc1ccccc1C)C(=O)c1cc(=O)[nH]c2ccccc12,10,-3,i,i,i,i,i,i,-5,i,i
CCCNC(=O)C1CC(c2ccccc2[N+](=O)[O-])=NO1 (stereo not drawn),-4,3,i,i,i,i,i,i,-2,i,i

# (cont.)
Compound,SKKanGAS inh,HDAC3 inhib,TMEM16A act,KCNQ1 pot,KCNQ1 inh,KCNK9 block,RGS4 act,KCNK3 block,hERG rescue,ANO1 block,RGS4 block
O=C(COc1ccc2ccccc2c1)NNC(=O)Cc1ccccc1,1,5,i,i,i,i,i,i,-5,i,i
Cc1ccc(-n2nc(C)c(/C=N/n3c(C)n[nH]c3=S)c2Cl)cc1,24,5,i,i,i,i,i,i,-12,i,i
CC1(C)Cc2c(sc(/N=C/N3CCCC3)c2C#N)C(C)(C)N1,-6,4,i,i,i,i,i,i,0,i,i
CC(C)(C)NC(=O)c1ccc2c(c1)N(CC(=O)N1CCCC1)C(=O)C(C)(C)O2,-2,-1,i,i,i,i,i,i,-9,i,i
CCCCCCn1c(N2CCN(c3ccccc3)CC2)nc2c1c(=O)[nH]c(=O)n2C,19,13,i,i,i,i,i,i,-5,i,i
CN(C1CCS(=O)(=O)C1)S(=O)(=O)c1ccccc1[N+](=O)[O-] (stereo not drawn),4,-2,i,i,i,i,i,i,-3,i,i
COc1ccc(NC(=O)C2CCCN(c3nc(C)cc(C)n3)C2)cc1 (stereo not drawn),27,6,i,i,i,i,i,i,1,i,i
CCC(C)NS(=O)(=O)c1ccc(OCC(=O)NCc2ccccn2)cc1 (stereo not drawn),-7,1,i,i,i,i,i,i,-6,i,i
COc1ccc(CNS(=O)(=O)c2cc(-c3cc(C)no3)ccc2C(C)C)cc1,-1,11,i,i,i,i,i,i,-6,i,i
Cc1cccc(N2CCN(C(=O)C3CCN(c4ncnc5c4nc4n5CCCCC4)CC3)CC2)c1C,-8,10,i,i,i,i,i,i,-15,i,i
Cc1nn(CCO)c(C)c1Oc1ccccc1O,-17,2,i,i,i,i,i,i,-9,i,i

# Screens: PubChem BioAssay, several laboratories
